High-throughput results deposited in PubChem BioAssay by Sanford-Burnham Center for Chemical Genomics.
SENP1 FRET inh: blocks the human SENP1 SUMO protease catalytic domain | inhibition, % at 10 µM | AID 624204 | Q9P0U3 | 360,000 compounds, 0.21% hits | recombinant SENP1 catalytic domain, CyPet-SUMO1-YPet FRET cleavage;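 active = inhibition at least 30% at 10 µM, raw YFP signal under a set limit, fluorescence ratio 0.5 to 1.5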;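 also: 0% = enzyme with DMSO and 100% = no enzyme wells; some results filed as inactive read as strong as hits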
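Material: hSENP1 catalytic domain, recombinant; medium: Tris pH 8 with BME, BSA, NP40 and catalase; compound: single concentration of 10 µM compound, 0.5% DMSO final; technique: FRET read of cyan and yellow fluorescence; timing: 50 min enzyme reaction, room temperature, light-protected; reagent: SFCypet-SUMO1-SFYpet substrate at 25 nM; control set: no-enzyme low, enzyme-DMSO high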
PfGluPho inh: PfG6PD (Plasmodium falciparum) enzyme inhibition; PfGluPho enzyme, NADPH resazurin-diaphorase fluorescence; inhibition, % at 20 µM; 350,000 compounds, 0.78% hits; AID 504690;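 active = inhibition reaching at least a set limit at 20 µM in the primary screen, cut at about 59% in these data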;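 also: 0% = DMSO wells with substrate and 100% = DMSO wells lacking glucose-6-phosphate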
ATG4B inh: inhibitors of human ATG4B cysteine protease; inhibition, % at 8.33 µM; 340,000 compounds, 0.51% hits; Q9Y4P1; ATG4B cleavage of LC3-PLA2, NBD-HPC fluorescence, 1 h; in the data active = inhibition above about 40%
MPTP inh: permeability transition pore inhibition; isolated mouse mitochondria, Ca2+ swelling absorbance, 30 min; inhibition, % at 10 µM; 360,000 compounds, 1.4% hits;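 active = inhibition of 50% or more, scaled per plate between neutral and stimulator controls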;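 also: 0% = DMSO wells given calcium and 100% = 1 mM EGTA wells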
NR3A LBD binder: modulates the human NR3A ligand-binding domain; AID 1259313; 340,000 compounds, 2.5% hits; Tm shift relative to glycine control, % at 25 µM; NR3A LBD differential scanning fluorimetry, Tm shift; 0% = protein alone, 100% = glycine-bound protein;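 active = melting temperature shift of at least 10% of the positive control shift, at one fixed dose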
SENP8 inh: inhibitors of human SENP8 protease; Q96LD8; recombinant SENP8, Nedd8 substrate fluorescence; inhibition, % at 20 µM; 360,000 compounds, 0.64% hits; AID 602440; in the data active = inhibition mostly above about 40%, no sharp cut-off; inactive = mostly below about 27%
SENP6 block: inhibitors of human SENP6 protease. Q9GZR1. Recombinant SENP6 catalytic domain, aminoluciferin luminescence. inhibition, % at 10 µM. 330,000 compounds, 1.8% hits. AID 2599;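 active = inhibition above about 50% at the single tested dose, limit read from the data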;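 also: plate controls were DMSO wells with enzyme for no effect and DMSO wells lacking enzyme for full effect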
Target sequence (Q9GZR1 628-1112 limits assumed): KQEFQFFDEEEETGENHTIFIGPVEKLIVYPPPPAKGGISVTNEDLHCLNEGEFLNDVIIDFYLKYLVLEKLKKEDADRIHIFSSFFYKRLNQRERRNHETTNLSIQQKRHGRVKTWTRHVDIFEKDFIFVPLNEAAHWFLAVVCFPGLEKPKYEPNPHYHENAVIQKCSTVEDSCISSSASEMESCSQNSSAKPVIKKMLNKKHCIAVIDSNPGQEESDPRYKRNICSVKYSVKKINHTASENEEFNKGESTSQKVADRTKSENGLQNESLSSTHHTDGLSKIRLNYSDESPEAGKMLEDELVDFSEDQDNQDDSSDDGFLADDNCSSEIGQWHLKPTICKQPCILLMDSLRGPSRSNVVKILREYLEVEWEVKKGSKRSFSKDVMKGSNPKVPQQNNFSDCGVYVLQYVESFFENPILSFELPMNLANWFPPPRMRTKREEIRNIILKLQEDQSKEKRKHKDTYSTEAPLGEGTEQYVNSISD
hIAP activ: human IAP activation. purified human IAP, CDP-Star luminescence, 30 min; hits give high values; 1 = vehicle-only enzyme, 0 = enzyme-free background. activation factor at 10 µM. 330,000 compounds, 0.16% hits. AID 2524;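 active = activation factor of the enzyme at least 2-fold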; also: the source names both 10 and 20 µM as test concentration; values of inactives mirror those of a sister screen read the other way
Target sequence (P09923 whole entry, looked up): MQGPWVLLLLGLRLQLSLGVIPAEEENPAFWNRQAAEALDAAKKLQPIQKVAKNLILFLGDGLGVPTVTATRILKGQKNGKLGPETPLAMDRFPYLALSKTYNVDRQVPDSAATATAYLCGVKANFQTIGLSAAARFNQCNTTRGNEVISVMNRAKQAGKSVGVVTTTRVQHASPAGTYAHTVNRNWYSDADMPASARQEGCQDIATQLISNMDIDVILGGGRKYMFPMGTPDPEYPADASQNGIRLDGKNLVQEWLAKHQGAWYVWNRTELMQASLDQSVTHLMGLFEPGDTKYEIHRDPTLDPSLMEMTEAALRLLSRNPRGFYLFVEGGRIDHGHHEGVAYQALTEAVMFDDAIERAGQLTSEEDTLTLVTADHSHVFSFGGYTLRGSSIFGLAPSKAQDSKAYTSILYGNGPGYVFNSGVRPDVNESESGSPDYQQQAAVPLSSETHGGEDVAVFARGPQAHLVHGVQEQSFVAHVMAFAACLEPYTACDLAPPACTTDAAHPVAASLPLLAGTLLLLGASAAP
* marks the source's active call; other numbers are inactive results; / = no result given; & = joins results of further samples. Random draw from the library; overall some 6.7% were active at least once.

SMILES	SENP1 FRET inh	PfGluPho inh	ATG4B inh	MPTP inh	NR3A LBD binder	SENP8 inh	SENP6 block	hIAP activ
COc1ccc(C(O)C(CN2CCOCC2)c2ccccc2)cc1 (configuration not stated)	0	-1	0	0.7	1	8	-9	0.99
Fc1ccccc1CNc1ncnc2sccc12	-29	-3	-5	24	0	-4	87*	1.2
COc1ccc(-c2cc(-c3n[nH]c(=S)n3-c3cc(OC)ccc3OC)[nH]n2)cc1	0	59	-2	-1.6	4	-4	16	1.2
O=C(Nc1cnccn1)c1ccc(F)cc1Cl	-20	1	-3	1.0	3	10	-11	1.2
CCOC(=O)N1CCN(Cc2ccccn2)CC1	0	-17	0	-1.9	-8	21	-10	1.1
CC(=O)c1ccc(NC(=O)C(C)OC(=O)/C=C/c2ccco2)cc1 (configuration not stated)	3	14	-3	-0.9	0	3	-4	1
CC(C)(C)OC(=O)C[C@H]1C/C=C\C[C@@H](CC(=O)N[C@@H](CO)Cc2ccccc2)C(=O)NCCOC1=O	2	-10	6	-0.4	2	2	8	0.87
CC1Cc2ccccc2N1CC(=O)Nc1ccc2c(c1)OCCCO2 (configuration not stated)	-5	1	-15	0.9	0	-2	-18	0.93
COc1ccc(OC)c(NC(=O)CSc2ccc3nnc(-c4cccnc4)n3n2)c1	1	8	-3	-4.3	0	11	3	1.1
COc1ccc(OC)c(Nc2cc(-c3ccccc3)nc(N)n2)c1	/	15	-11	/	1	/	-3	0.93
CCOC(=O)c1c(C)[nH]c(C(=O)COC(=O)CSCC(=O)N(CC)CC)c1C	1	20	-26	-0.1	-2	26	11	1.1
O=C(NCc1cccnc1)c1cccnc1Sc1ccc(Cl)cc1	1	0	-1	0.3	-1	9	-4	0.95
CCc1ccc(O)c(-c2cc(C(=O)Nc3cccnc3)[nH]n2)c1	3	-2	-8	13	20*	25	-10	1.7
O=C(Nc1ccc(-n2cccn2)cc1)C1CCCCN1Cc1cccc2cccnc12 (configuration not stated)	0	13	17	-0.6	-3	8	-2	0.92
O=C(Cn1nc(-c2ccc(Cl)cc2)ccc1=O)N1CCN(c2ccccc2)CC1	0	1	-18	-27	8	2	-3	1
CCc1ccc(NC(=S)NC(=O)c2c(-c3ccccc3Cl)noc2C)cc1	3	9	-3	-0.1	5	9	3	1.2
CCn1cc(C(=O)N2CCN(c3cccc(C)c3C)CC2)c(=O)c2ccc(C)nc21	0	-3	2	1.6	0	-6	7	0.99
CCc1ccc(N2CN(CCc3ccccc3)CNC2=S)cc1	2	8	13	-1.3	1	22	-3	1.3
CCOCCN1CCN(c2c(C)c(C)nc3cc(-c4cc(OC)cc(OC)c4)nn23)CC1	1	25	-37	1.6	-11	-126	-18	0.84
CCC(=O)Nc1ccc(C(=O)N/N=C/c2cc(Br)c(OC)cc2OC)cc1	1	-5	-6	-0.5	24*	-278	-6	0.97
COc1ccccc1NS(=O)(=O)c1ccc(O)c(C(=O)OCC(=O)N2CCc3ccccc32)c1	0	5	-5	1.8	-6	-110	6	0.98
CCOC(=O)C(=NCCCN(C)C)NNc1ccc(Br)cc1	-1	-5	-3	-0.9	-1	37	12	1
Cc1ccc(C(=O)COC(=O)CCc2nc3ccccc3[nH]c2=O)cc1C	1	-5	0	1.3	0	-27	4	0.96
COc1ccc(OC)c(/C=C/C(=O)Nc2ccc(OC)nc2)c1	-1	1	-5	-1.3	0	-227	-10	1.1
Cc1ccc(N2CN(Cc3cccnc3)CNC2=S)c(C)c1	1	-8	-1	-0.4	0	18	-30	1

Of the compounds above, these have sulfur:
SMILES	SENP1 FRET inh	PfGluPho inh	ATG4B inh	MPTP inh	NR3A LBD binder	SENP8 inh	SENP6 block	hIAP activ
Fc1ccccc1CNc1ncnc2sccc12	-29	-3	-5	24	0	-4	87*	1.2
COc1ccc(-c2cc(-c3n[nH]c(=S)n3-c3cc(OC)ccc3OC)[nH]n2)cc1	0	59	-2	-1.6	4	-4	16	1.2
COc1ccc(OC)c(NC(=O)CSc2ccc3nnc(-c4cccnc4)n3n2)c1	1	8	-3	-4.3	0	11	3	1.1
CCOC(=O)c1c(C)[nH]c(C(=O)COC(=O)CSCC(=O)N(CC)CC)c1C	1	20	-26	-0.1	-2	26	11	1.1
O=C(NCc1cccnc1)c1cccnc1Sc1ccc(Cl)cc1	1	0	-1	0.3	-1	9	-4	0.95
CCc1ccc(NC(=S)NC(=O)c2c(-c3ccccc3Cl)noc2C)cc1	3	9	-3	-0.1	5	9	3	1.2
CCc1ccc(N2CN(CCc3ccccc3)CNC2=S)cc1	2	8	13	-1.3	1	22	-3	1.3
COc1ccccc1NS(=O)(=O)c1ccc(O)c(C(=O)OCC(=O)N2CCc3ccccc32)c1	0	5	-5	1.8	-6	-110	6	0.98
Cc1ccc(N2CN(Cc3cccnc3)CNC2=S)c(C)c1	1	-8	-1	-0.4	0	18	-30	1

Exported with bars between the fields: part of the list above.
molecule | SENP1 FRET inh | PfGluPho inh | ATG4B inh | MPTP inh | NR3A LBD binder | SENP8 inh | SENP6 block | hIAP activ
CC(=O)c1ccc(NC(=O)C(C)OC(=O)/C=C/c2ccco2)cc1 (configuration not stated) | 3 | 14 | -3 | -0.9 | 0 | 3 | -4 | 1
COc1ccc(OC)c(/C=C/C(=O)Nc2ccc(OC)nc2)c1 | -1 | 1 | -5 | -1.3 | 0 | -227 | -10 | 1.1
CCc1ccc(O)c(-c2cc(C(=O)Nc3cccnc3)[nH]n2)c1 | 3 | -2 | -8 | 13 | 20* | 25 | -10 | 1.7

The list continues.
SMILES	SENP1 FRET inh	PfGluPho inh	ATG4B inh	MPTP inh	NR3A LBD binder	SENP8 inh	SENP6 block	hIAP activ
NS(=O)(=O)c1ccc(CCNS(=O)(=O)c2cccs2)cc1	3	15	-6	-0.2	0	-3	4	1
N=c1c(C(=O)NC2CCCC2)cc2c(=O)n3ccccc3nc2n1CC1CCCO1 (configuration not stated)	-27	6	-6	-0.2	-1	-305	-10	1
COc1ccc(Cl)c(Cn2c(NCCCO)nc3c2c(=O)n(C)c(=O)n3C)c1	2	-10	-8	-0.3	-3	14	-4	1
CN1CCN(Cc2nc3ccccc3c(=O)n2Cc2nc(-c3ccc4ccccc4c3)cs2)CC1	2&2	19&0	1&-7	-0.4&6.2	1&-4	7&13	/	/
CCS(=O)(=O)N1CCC(N2CCN(c3ccccc3)CC2)CC1	1	-7	-5	-0.5	0	4	-3	0.85
O=C(O)CC(C(=O)OCC1CCCO1)N1CCOCC1 (configuration not stated)	2	-10	1	-1.2	2	13	-1	1
O=C(C1CCCCC1)N1C[C@@H](n2cc(-c3ccc(F)cc3)nn2)[C@H](O)C[C@@H]1c1ccccc1	0	21	/	5.6	/	-2	/	/
O=C(NC1CCN(Cc2ccc(Cl)cc2)CC1)c1cn(-c2ccccc2)nc1-c1cccnc1	-31	5	-6	1.2	-1	9	4	0.97
N#Cc1ccc(-c2cccs2)nc1SCc1cccnc1	-71	-1	3	4.3	-10	-415	-7	1.1
COC(=O)[C@H](CO)N1C(=O)[C@@H]2[C@H](C1=O)C1C=C[C@H]2C1	-2	-8	0	0.3	-5	5	/	/
COc1cc(C(C(=O)NCc2ccccc2)N(Cc2ccco2)C(=O)c2cnccn2)cc(OC)c1OC (configuration not stated)	1	-9	-8	-5.0	2	13	-13	1
CN1CCc2c(sc(NC(=O)C3CCN(S(=O)(=O)c4cccs4)CC3)c2C(N)=O)C1	-23	1	-11	-1.6	3	-142	-5	1
CCOC(=O)C/C(C)=N/NC(=O)CNc1cccc(Cl)c1C	0	-8	-2	0.7	1	2	-15	0.9
CCOc1ccccc1CNC(=O)C1CCC(=O)N1C(C)C (configuration not stated)	-2	0	-3	-1.5	2	8	-7	0.96
COc1ccccc1NS(=O)(=O)c1cc(NC(=O)c2cccs2)ccc1N1CCCC1	1	79*	-2	5.9	8	8	-21	1.1
O=C(N/N=C/c1ccc(OC(=O)c2ccccc2Cl)cc1)c1cc(O)cc(O)c1	6	-3	11	-0.6	13*	9	16	1
CC1(C)Cc2ccccc2C(/C(C#N)=N/O)=N1	-2	7	-8	-1.8	0	11	-38	1
COc1ccc(OC)c(C2=NOC(C(=O)Nc3ccccc3SC)C2)c1 (configuration not stated)	-1	35	-2	-0.9	0	-134	14	1.1
CN1CCN(C(=O)c2cc(Cl)cc(Cl)c2)CC1	2	3	-6	-0.1	-2	10	-16	0.97
COc1cccc(-n2c(C)nn(CCOc3ccccc3)c2=O)c1	3	10	5	-0.5	3	2	-7	1
CCCNC(=O)CSCc1nc(-c2ccc(SC)cc2)oc1C	1	12	-1	0.2	-2	-87	-18	1.2
Cc1ccc(NC(=O)N2CCCCCC2)cc1	1	0	1	-1.3	1	9	-1	0.92
Cc1cccc(N2C(=O)C3C4C=CC(CC4)C3C2=O)c1 (configuration not stated)	1	-3	-1	-0.4	-2	21	6	0.77
CCCC(CCC(=O)Nc1ccc(C(=O)OCC)cc1)C(=O)O (configuration not stated)	3	-17	2	1.5	3	16	-6	1.1
Cc1ccc([C@H]2C[C@H](O)[C@@H](n3cc(COC(=O)c4ccccc4)nn3)CN2C(=O)C2CCCCC2)cc1	0	8	/	-0.8	/	9	/	/

New compounds follow:
SMILES	SENP1 FRET inh	PfGluPho inh	ATG4B inh	MPTP inh	NR3A LBD binder	SENP8 inh	SENP6 block	hIAP activ
Cn1c(CC(=O)c2ccc(Br)cc2)[n+](C)c2ccccc21	-7	-3	5	-0.1	-2	-9	-21	1.1
CCOc1ccc(CN2C(=O)c3ccccc3C2=O)cc1C(=O)NC1CC(C)(C)NC(C)(C)C1	-3	3	0	-2.3	-1	7	-7	0.99
O=C(CSc1ccc2ccccc2n1)c1ccc2c(c1)OCO2	-3	-6	4	0.8	0	17	0	1.4
CC1=C(C(=O)OCC2CCCO2)C(c2cccc(O)c2)NC(=O)N1 (configuration not stated)	3	-7	-2	-0.7	1	2	-14	0.87
CN(C)c1ccc(/C=C/C(=O)c2ccc3c(c2)OCO3)cc1	-42	20	-7	1.5	1	-381	91*	0.9
CCOC(=O)c1c(NC(=O)CSc2nnc(-c3cccnc3)o2)sc(C(C)=O)c1C	20	16	-7	75*	0	9	-2	1
COc1ccccc1-n1c(SCC(=O)NC(C)(C)C)nc(O)cc1=O	1	-2	-7	0.9	0	15	-2	1.2
O=C(CCn1c(=O)[nH]c2ccsc2c1=O)NCCc1ccc(Cl)cc1	3	2	0	0.4	1	5	-10	1.1
O=C1CCC(=O)N1c1ccc(CSc2nc3ccccc3[nH]2)cc1	0	10	6	12	4	11	-4	1.1
CCc1ccccc1NS(=O)(=O)c1ccc2[nH]cc(C(=O)NC3CCCC3)c(=O)c2c1	-19	-17	-12	-16	11*	-89	-3	1.2
CCOC(=O)CN(C)C(=O)CCc1nnc(-c2ccc(-c3ccccc3)cc2)o1	0	2	-3	-0.8	-1	4	1	1.3
Cc1ccc(C(CC(=O)N2CCCC2)c2ccccc2)c(O)c1C (configuration not stated)	2	1	-1	-1.0	0	17	1	0.87
